Screening results from PubChem.
Pol kappa inh – inhibitors of human DNA polymerase kappa; purified Pol kappa, fluorescent DNA synthesis assay, 10 min; Potency, µM (highest dose often 107 µM), for the others: top-dose activity, negative = inhibition, actives largely listed as inhibitors; AID 588579; Q9UBT6; hit rate 0.53% among 400,000; also: potency is read from the fitted curve at half-maximal effect; % is scaled to controls: 0 for no effect and ±100 for the full control effect
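10 nM Pol kappa preincubated 15 min at room temperature with compounds, then reaction started with substrate at 50 nM final. Fluorescence read kinetically at 0 and 10 min; buffer-only wells served as negative control.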
RGS4 inh – blocks human RGS4-accelerated GTP hydrolysis; P49798; Transcreener GDP fluorescence polarization, RGS4-accelerated GTP hydrolysis; Potency, µM (top dose mostly 114 µM), for inactives: at the top dose activity change, negative = inhibition, actives largely listed as inhibitors; hit rate 0.039% among 390,000; also: potency is read from the fitted curve at half-maximal effect; % is scaled to controls: 0 for no effect and ±100 for the full control effect; nearly all actives have a fitted effect of over 75% in size; some results filed as inactive show a strong effect at the top dose
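MLSMR compounds (23 nl, pin-transferred) preincubated 10 min at room temperature with a 500nM (2x) first reagent, then RGS4 at 900nM (2x) plus Transcreener GDP mix added; fluorescence polarization (620/688 nm) read before and after 90 min at 30 °C.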
Pol beta inh – blocks human DNA polymerase beta activity; P06746; Pol beta primer extension/strand displacement, fluorescence kinetic; Potency, µM (doses to about 114 µM), for inactives: top-dose activity change, negative = inhibition, hits mostly inhibitors; hit rate 1.3% among 340,000; also: potency is read from the fitted curve at half-maximal effect; % is scaled to controls: 0 for no effect and ±100 for the full control effect
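Pol beta (10 nM) was preincubated with compound for 15 min at room temperature. The reaction was then started with 50 nM substrate and read immediately and after a further 10 min at room temperature.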
ERG Ets-DNA blk – ERG Ets/DNA interaction inhibition. hit rate 0.028% among 370,000. Potency, µM (titrated, usually from 76.9 µM), without a hit: at the highest dose FP activity, negative = inhibition, usual class: inhibitors. AID 624246. P11308. fluorescence polarization, His-ERG Ets domain / labelled DNA; active = well fitted inhibition curve with a large enough effect in the polarisation, with a control signal flat; inconclusive = small, poorly fitted or top-dose-only effect, or effect the other way, or a change in a side signal; inactive = no such curve, though single readings can be large or run the other way; the % refers to the polarisation;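 also: polarization taken with two DNA probes labelled with fluorescein and Texas red; potency is read from the fitted curve at half-maximal effect; % of control where 0% means no effect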
Target sequence (P11308 whole entry, looked up, the tested form may be a part): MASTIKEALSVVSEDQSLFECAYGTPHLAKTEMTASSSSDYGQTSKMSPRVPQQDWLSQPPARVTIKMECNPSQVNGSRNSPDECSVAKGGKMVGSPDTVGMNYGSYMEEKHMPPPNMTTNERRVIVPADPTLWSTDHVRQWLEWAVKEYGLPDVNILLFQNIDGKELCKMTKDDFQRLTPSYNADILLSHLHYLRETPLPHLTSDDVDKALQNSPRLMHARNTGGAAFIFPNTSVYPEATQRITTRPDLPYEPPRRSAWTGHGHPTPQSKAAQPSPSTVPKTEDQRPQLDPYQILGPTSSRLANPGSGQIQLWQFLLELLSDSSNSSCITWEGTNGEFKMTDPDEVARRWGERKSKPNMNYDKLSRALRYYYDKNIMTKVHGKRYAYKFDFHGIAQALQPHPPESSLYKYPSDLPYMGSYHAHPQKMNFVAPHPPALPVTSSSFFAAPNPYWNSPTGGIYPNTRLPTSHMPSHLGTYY
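His-tagged ERG Ets domain (1 uM in the protein solution; 300mM KCl, 50mM Tris-HCl, 1mM EDTA, 1mM DTT, pH 7.5) received compound, then a probe mix of 5 nM fluorescein-DNA and 100nM Texas-615-DNA. Fluorescence polarization was read for both dyes.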
LDHA block – blocks human lactate dehydrogenase A; P00338; purified LDHA, NADH/diaphorase-resazurin fluorescence; active compounds read low; activity change, % (values are at about 110 or 230 µM); hit rate 0.15% among 480,000; AID 1347041; in the data active = activity change below about -30%; inconclusive = mostly about -25% to -30%;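 also: plate controls were DMSO wells for no effect and wells without enzyme for full effect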
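Enzyme activity of human lactate dehydrogenase 5 (2 nM; 0.06 mM NADH, 0.2 mM pyruvate, 5 min, RT) is measured via a resazurin/diaphorase fluorescence readout of residual NADH.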
ALOX12 inh – ALOX12 (human) lipoxygenase inhibition; P18054; purified 12hLO, xylenol orange hydroperoxide absorbance; Potency, µM (top dose mostly 108 µM), without a hit: at the highest dose activity change, negative = inhibition, most hits filed as inhibitors; hit rate 1.1% among 580,000; AID 1671190; also: potency is read from the fitted curve at half-maximal effect; % is scaled to controls: 0 for no effect and ±100 for the full control effect
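Purified human 12hLO (150 nM final) in 25 mM Hepes, 0.01% Triton X-100, pH 7.0 was preincubated 15 min at room temperature with compound. Then 40 uM arachidonic acid was added, 30 min. Hydroperoxide was read by Fe-XO absorbance ratio 573/405 nm.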
APE1 inh – APE1 (human) endonuclease inhibition; P27695; recombinant APE1, TAMRA/BHQ-2 abasic DNA cleavage fluorescence; Potency, µM (series often up to 65.8 µM), for inactives: at the highest dose activity change, negative = inhibition, actives largely listed as inhibitors; hit rate 0.35% among 350,000; AID 2517;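 also: potency is read from the fitted curve at half-maximal effect; plate controls were vehicle for no effect and reference inhibitor for full effect; nearly all actives have a fitted effect of over 55% in size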
Target sequence (P27695 whole entry, looked up): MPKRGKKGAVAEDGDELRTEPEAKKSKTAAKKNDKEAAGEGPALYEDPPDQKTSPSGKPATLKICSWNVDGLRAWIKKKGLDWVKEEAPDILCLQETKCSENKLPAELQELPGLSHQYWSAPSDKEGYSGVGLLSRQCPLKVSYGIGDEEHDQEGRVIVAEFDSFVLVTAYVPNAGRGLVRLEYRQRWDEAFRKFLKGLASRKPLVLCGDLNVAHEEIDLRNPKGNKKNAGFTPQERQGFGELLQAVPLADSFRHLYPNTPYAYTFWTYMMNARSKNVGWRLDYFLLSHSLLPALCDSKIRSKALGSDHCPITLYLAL
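Endonuclease cleavage of a quenched abasic-site DNA duplex (50 nM) by APE1 (0.75 nM) was tracked by TAMRA dequenching. Compounds were preincubated with enzyme 15 min at room temperature; data normalized to buffer-only and DMSO wells plus NSC13755 control.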
Anesthetic bind – binds horse apoferritin like a general anesthetic; P02791; apoferritin/1-aminoanthracene competitive binding, fluorescence; Potency, µM (doses to about 77.5 µM), for the others: at the top dose activity change, negative = displacement, most hits filed as inhibitors; hit rate 0.074% among 350,000; AID 485281; also: potency is read from the fitted curve at half-maximal effect; % is scaled to controls: 0 for no effect and ±100 for the full control effect; nearly all actives have a fitted effect of over 20% in size
Target sequence (P02791 2-175 limits assumed): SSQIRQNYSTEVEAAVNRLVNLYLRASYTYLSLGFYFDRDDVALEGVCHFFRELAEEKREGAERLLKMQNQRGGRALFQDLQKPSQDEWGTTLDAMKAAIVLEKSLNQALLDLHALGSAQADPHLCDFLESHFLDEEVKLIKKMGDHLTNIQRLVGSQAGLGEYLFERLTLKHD
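10 uM apoferritin + 50% sat. 1-AMA, PBS; cpd 10 min RT; Ex380/Em535 endpoint; normalized to free probe vs complex; 4-param Hill fit; propofol titration as pos. ctrl.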
Pol eta inh – inhibitors of human DNA polymerase eta | Potency, µM (series often up to 114 µM), for the others: at the top dose activity change, negative = inhibition, actives largely listed as inhibitors | hit rate 1.2% among 390,000 | recombinant Pol eta, fluorescent DNA replication assay; also: potency is read from the fitted curve at half-maximal effect; % is scaled to controls: 0 for no effect and ±100 for the full control effect
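Pol eta (10 nM) was preincubated with compounds for 15 min at room temperature, after which fluorescent replication substrate (50 nM final) was added to start the reaction. Fluorescence was read kinetically at 0 and 10 min.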
The depositor's hits bear a star; ? = inconclusive; . = not tested or not shown; [ ] = dose if it differs, or a comment. Unless noted, calls follow the shape of the dose curve; as a rule, active = well fitted curve in the direction sought with a large enough effect; inconclusive = small, poorly fitted or top-dose-only effect, or another doubt; inactive = no such curve, though single readings can be large; an effect the other way counts as inactive or inconclusive. An excerpt (hit frequency here may not be typical).

SMILES | Pol kappa inh | RGS4 inh | Pol beta inh | ERG Ets-DNA blk | LDHA block | ALOX12 inh | APE1 inh | Anesthetic bind | Pol eta inh
CN(CC(=O)NC1CCCCC1)S(=O)(=O)c1ccc(Br)s1 | -17.3% | 4.5% | 16.3% | 3.9% | -4.9 | 0.0% | 5.3% | -10.4% | 0.9%
Cc1cc(C)n(-c2cc(N3CCN(C(=O)c4ccccc4C)CC3)ccc2[N+](=O)[O-])n1 | -14.0% | -32.6% | . | -7.0% | -1.5 | ? | . | . | -15.9%
Cc1ccnc(NC(=O)CCC(=O)N(CC(=O)NC2CCCCC2)CC2CCCO2)c1 (centres undefined) | -11.6% | 2.1% | 38.9% | -0.6% | 0.0 | 0.2% | -0.5% | -9.3% | -11.3%
CSc1ccccc1NC(=O)Cc1ccccc1[N+](=O)[O-] | -17.7% | -31.9% | 21.3% | 3.0% | -3.7 | 1.1% | 5.5% | ? | 15.6%
O=C(CN(c1ccccc1)S(=O)(=O)c1ccc(F)cc1)NCc1cccs1 | -21.6% | -2.4% | . | -4.8% | -5.3 | 216.9%[activator] | 39.2% | . | -19.6%
Cc1ccccc1C(=O)Nc1cccc(NC(=O)Cn2cnc3c(=O)n(C)c(=O)n(C)c32)c1 | -13.5% | 13.5% | 1.3% | -0.2% | -2.6 | -6.7% | -6.2% | 6.1% | 7.2%
O=[N+]([O-])c1ccc(Cl)c(S(=O)(=O)/N=C(/Nc2cccnc2)c2ccccc2)c1 | -13.7% | -3.0% | . | -7.5% | -5.9 | -29.9% | 26.7% | . | 0.7%
CCOC(=O)c1c(C)sc(-c2c(-c3ccc4c(c3)OCCO4)[nH]c3c2c(=O)[nH]c(=O)n3C)c1O | -9.6% | -29.1% | ? | 8.5% | -5.9 | 4.2% | . | -18.6% | ?
Cc1cc(OCC(=O)Nc2cnn(CCCC(=O)O)c2)ccc1[N+](=O)[O-] | 7.6% | -5.6% | 4.7% | 3.1% | 1.4 | 1.7% | 10.0% | -0.7% | -16.2%
O=C(CCc1nc2ccccc2c(=O)[nH]1)OCC(=O)N1CCN(S(=O)(=O)c2ccccc2)CC1 | 0.1% | -14.6%[11.4 µM] | 11.1% | -16.2% | -1.5 | -0.9% | -3.8% | -14.1% | -10.3%
Nn1c(SCc2ccc(Br)cc2)nnc1-c1cccnc1 | 19.4% | -9.4% | 85.5% | 2.3% | 0.2 | 113.6%[activator] | 14.1% | 0.8% | -2.8%
O=C1CN(C(=O)Cn2ncc(Cl)c(Cl)c2=O)c2ccccc2N1 | -2.3% | -42.4% | ? | 4.4% | 4.3 | 2.1% | -3.3% | -12.3% | ?
Cc1cc(NC(=O)c2ccc3c(c2)C(=O)N(C)C3=O)no1 | 1.5% | 16.7% | 31.2% | -7.4% | -7.1 | 0.0% | -0.2% | -15.6% | 3.6%
ON=C1c2ccccc2-c2ccc(Br)cc21 | -17.7% | -5.6% | . | . | -4.1 | -6.9% | . | . | -8.5%
CC(C)CNc1nc(N)c([N+](=O)[O-])c(NCc2ccccc2)n1 | 0.4% | 21.4% | 50.5% | 27.1% | -8.2 | 21.0% | -11.1% | -10.1% | -5.5%
CN1CCc2c(n(CC(O)CNCc3ccccc3)c3ccccc23)C1=O (centres undefined) | -10.2% | -10.7% | -13.1% | 0.7% | -0.4 | -20.8% | -3.3% | -11.7% | -21.1%
O=C(NCc1ccccc1F)C1CCC(=O)N(Cc2ccc(Cl)cc2)C1 (centres undefined) | 1.0% | -2.7% | 13.3% | -2.7% | 0.3 | -4.6% | 27.8% | -4.6% | -13.9%
O=C(NCc1ccco1)C(c1ccccc1)N(C(=O)Cc1cccs1)c1ccccc1F (centres undefined) | -18.1% | 2.8% | -0.9% | -0.5% | -5.5 | -34.8% | -4.8% | 5.2% | -7.9%
NC(=O)c1ccccc1NC(=O)CSC1=NCCS1 | 3.4% | -24.8% | -7.4% | 16.7% | -2.0 | 0.0% | 35.7% | -8.4% | -6.1%
Cc1[nH]nc(SCC(=O)NCCc2ccccc2)c1[N+](=O)[O-] | 1.3% | -1.7% | 6.2% | -13.3% | 0.3 | 0.0% | -2.2% | 1.2% | -11.5%
CCN(CC)C(=O)C1CCCN(Cc2cccc(Oc3ccccc3)c2)C1 (centres undefined) | 15.6% | 7.4% | 0.1% | 1.4% | -6.3 | 0.0% | -1.1% | -2.7% | -18.7%
COc1ccc2c(c1OC)C(=O)N1C2SC[C@H]1C(=O)NCCC(C)C (some centres undefined) | -21.5% | 17.5% | 24.5% | -4.0% | -4.2 | 12.6% | 0.2% | ? | -14.0%
C/C(=N\Nc1nc2ccccc2s1)c1ccc2c(c1)OCO2 | -3.5% | 21.6% | -10.7% | 3.3% | 0.2 | 0.0% | 0.7% | 6.9% | -18.3%
CCCCn1c(N)c(N(CCOC)C(=O)COC(=O)COc2cc(C)c(Cl)cc2C(C)C)c(=O)[nH]c1=O | 2.6% | -15.1% | . | 9.3% | 1.4 | -7.5% | -5.1% | . | -4.9%
CC(=O)c1ccc(NC(=O)CCc2nnc3ccc(N4CCCC4)nn23)cc1 | -2.3% | 2.2%[56.9 µM] | -5.8% | 2.8% | -2.5 | -0.9% | 59.6%[activator] | -8.0% | 3.6%
COc1cccc(OCC(O)CO)c1 (centres undefined) | -7.7% | -23.0% | -1.7% | 0.7% | -0.1 | 0.0% | -5.1% | 3.9% | -2.2%
O=C(Nc1ccccc1C(=O)N1CCCCCC1)c1ccccc1 | 3.2% | -23.3% | -0.2% | -16.0% | -2.0 | 1.9% | 5.1% | -5.9% | -17.4%
COc1cc(/C=C/C(=O)Nc2ccc(N3CCCCC3)c(S(=O)(=O)Nc3ccccc3Cl)c2)cc(OC)c1OC | -13.8% | 13.5% | 34.9% | -21.2% | -12.0 | 3.9% | 13.5% | -8.4% | -13.6%
COC(CNC(=O)CC1C(=O)N(Cc2ccccc2)C(C)c2nc3ccccc3n21)OC (centres undefined) | 1.2%[60.1 µM] | -2.0% | 61.1% | 4.2% | -3.4 | 4.7% | 10.9% | 1.0% | -1.4%
Clc1cccc(Nc2nc(-c3cccnc3)cs2)c1 | -10.9% | 3.1% | 1.3% | 0.4% | -2.7 | -6.6% | 5.5% | -11.9% | -8.9%
COc1cccc(Oc2cc(Cl)nc(N)n2)c1 | -19.6% | -3.6% | 17.0% | -3.4% | -6.0 | -1.4% | 29.9% | -12.5% | -12.7%
COc1ccc(/C=C/C(=O)OCC(=O)N2CC(=O)Nc3ccccc32)cc1 | -0.5% | -3.2% | -20.7% | 0.2% | -7.1 | -1.1% | 7.2% | -4.5% | -21.2%
CC1(C)CC(=O)C2(CC3=C(CC(C)(C)CC3=O)O2)C(=O)C1 | -6.0% | -12.7% | -2.1% | -2.9% | -12.9 | -26.8% | -2.2% | -8.9% | -15.3%
COc1ccc(Cl)cc1NC(=O)NCC1CCN(Cc2cc(C)ccc2C)CC1 | 7.3% | -10.8% | 15.1% | 1.8% | -1.9 | 119.7% | 3.6% | 1.3% | -20.4%
O=C(OCc1nnc(-c2ccc(Cl)cc2)o1)c1ccc(O)cc1 | 0.4% | 2.2% | 17.0% | 14.6% | -4.0 | ? | 11.7% | -13.4% | -3.2%
Cc1ccc(N(C(=O)c2ccn[nH]2)C(C(=O)NC2CCCC2)c2cccs2)cc1 (centres undefined) | . | . | -29.3% | . | . | -0.3% | -2.4% | -7.6% | .
COc1ccc(-c2ccc(S(=O)(=O)N3CCOCC3)cc2)cc1 | -3.1% | 11.4% | 0.5% | -2.1% | -12.0 | 8.0% | 2.3% | 4.2% | -13.4%
Nc1ccccc1C#Cc1cnccn1 | -8.4% | 2.5% | . | 1.7% | -2.0 | -18.1% | . | . | -10.3%
CCN(CC(=O)Nc1c(F)cccc1F)C(=O)C1=COCCO1 | 1.8% | -7.6% | . | 4.5% | -1.9 | 8.8% | 9.0% | . | -24.1%
CN(C(=O)CSc1nnc(-c2ccc([N+](=O)[O-])cc2)o1)c1ccccc1 | 3.5% | 2.6% | 18.3% | -0.1% | -0.8 | -21.2% | . | -11.0% | .
CN(C(=O)COC(=O)C1CCN(S(=O)(=O)c2c(Cl)cccc2Cl)CC1)c1ccccc1 | -11.9% | -11.0% | . | -1.2% | -10.8 | -17.1% | -15.5% | . | -8.6%
Cc1ccccc1C(=O)N1CCC(C(=O)N2CCN(c3ncccn3)CC2)CC1 | -9.8% | 6.3% | . | -10.1% | -4.8 | -41.5% | -8.6% | . | -8.9%
N#Cc1c(N)n(-c2ccccc2N)c2nc3ccccc3nc12 | -4.2% | -6.1% | 2.1% | -2.6% | 25.3 | 0.0% | -4.3% | -11.4% | ?
C=CCOC(=O)C1=C(C)NC(=S)NC1c1cccs1 (centres undefined) | -4.2%[60.1 µM] | 1.5%[11.4 µM] | 6.9% | -7.2% | -3.5 | ? | 17.8% | 4.9% | -0.4%
